High-throughput results deposited in PubChem BioAssay by several laboratories.
OXTR ag – agonists of human oxytocin receptor | P30559 | AID 2435 | activation, % at 3 µM | CHO-OTR cells, Fluo-8 calcium fluorescence; normalized: DMSO 0%, oxytocin 100% | 320,000 compounds, 0.32% hits;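 active = activation above the mean of all tested compounds plus 3 SD, cutoff set per screening run, cut at about 20% in these data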;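 note: peak over basal fluorescence ratio from a 100 s FLIPR kinetic read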
GPR7 antagonist – blocks human GPR7 receptor signaling; GPR7-expressing cells, fluorescence antagonist assay; P48145; 290,000 compounds, 1.1% hits; inhibition, % at 4.4 µM; in the data active = inhibition above about 16%, passing the limit was not always enough;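 note: cells stimulated with the agonist NPW; 0% = agonist with vehicle and 100% = vehicle without agonist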
Target sequence (P48145 whole entry, looked up): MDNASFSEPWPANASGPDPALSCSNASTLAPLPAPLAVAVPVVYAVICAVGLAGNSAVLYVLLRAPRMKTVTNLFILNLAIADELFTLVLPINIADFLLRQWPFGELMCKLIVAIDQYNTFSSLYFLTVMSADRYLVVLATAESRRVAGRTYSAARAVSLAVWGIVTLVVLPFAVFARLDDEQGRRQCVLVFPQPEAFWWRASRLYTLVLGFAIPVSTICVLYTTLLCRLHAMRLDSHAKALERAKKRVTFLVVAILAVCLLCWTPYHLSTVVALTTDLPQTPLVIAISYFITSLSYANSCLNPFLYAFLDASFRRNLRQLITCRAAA
PHOSPHO1 block – PHOSPHO1 (human) inhibition. Q8TCT1. recombinant PHOSPHO1, absorbance phosphatase assay. inhibition, % at 13.3 µM. 290,000 compounds, 1.1% hits; in the data active = inhibition above about 60%
Target sequence (Q8TCT1 whole entry, looked up): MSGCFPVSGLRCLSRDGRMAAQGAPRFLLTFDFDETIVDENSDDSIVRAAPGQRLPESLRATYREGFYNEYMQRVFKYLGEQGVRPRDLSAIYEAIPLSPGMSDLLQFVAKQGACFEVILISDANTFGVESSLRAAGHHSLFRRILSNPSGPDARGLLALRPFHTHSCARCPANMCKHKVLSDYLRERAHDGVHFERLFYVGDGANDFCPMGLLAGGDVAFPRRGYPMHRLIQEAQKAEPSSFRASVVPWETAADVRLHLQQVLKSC
MEKK2mut PB1 HTS – signal of MEK5 binding to mutant human MEKK2 PB1 domain; bead flow cytometry, Alexa488-MEK5 binding to MEKK2 mutant; 290,000 compounds, 0.35% hits; percent response, % at 10 µM; in the data active = percent response above about 24%, passing the limit was not always enough; note: inactives centre near 1; some results filed as inactive read as strong as hits; reference of the scale not given here
MEKK3 PB1 HTS – raises or lowers MEK5 binding to the human MEKK3 PB1 domain | bead-based flow cytometry, Alexa488-MEK5 binding to MEKK3; actives lie on both sides; 0 = blocked by unlabeled MEK5, 100 = vehicle | Q99759 | 290,000 compounds, 1.4% hits | binding response (% of control), % at 10 µM;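 active = binding response more than 3 SD above or below the average of its plate-row segment, actives on both sides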;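 note: Alexa488 bead fluorescence after subtracting the streptavidin-only scavenger bead signal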
V1R ag counter – V1a receptor agonism, counter-screen for OXTR agonists; CHO-V1R cells, Fluo-8 calcium fluorescence, agonist mode; 0% DMSO, 100% 3 nM vasopressin; P37288; activation, % at 3 µM; 320,000 compounds, 0.25% hits;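 active = activation above the mean activation of all tested compounds plus 3 SD, per screening run, cut at about 20% in these data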;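 note: signal is peak over basal fluorescence ratio across a 100 second FLIPR read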
Target sequence (P37288 whole entry, looked up): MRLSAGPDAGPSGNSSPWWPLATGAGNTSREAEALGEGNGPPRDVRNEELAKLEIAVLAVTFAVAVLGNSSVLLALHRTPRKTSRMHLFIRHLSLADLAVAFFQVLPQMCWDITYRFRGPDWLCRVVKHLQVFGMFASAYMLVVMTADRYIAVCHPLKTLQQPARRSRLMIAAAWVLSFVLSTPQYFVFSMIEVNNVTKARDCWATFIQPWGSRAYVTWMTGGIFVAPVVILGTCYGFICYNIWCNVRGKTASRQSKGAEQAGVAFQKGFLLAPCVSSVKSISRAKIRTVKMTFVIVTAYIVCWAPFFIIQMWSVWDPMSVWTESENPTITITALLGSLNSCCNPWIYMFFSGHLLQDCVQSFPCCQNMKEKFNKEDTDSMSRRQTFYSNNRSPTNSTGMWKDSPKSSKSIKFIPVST
NALP1 inh – NALP1 inhibition. S. cerevisiae NALP1/ASC/caspase-1 growth, X-gal OD620, 72 h. inhibition, % at 10 µM. 280,000 compounds, 0.61% hits. AID 2071; in the data active = inhibition mostly above about 24%, no sharp cut-off; inactive = mostly below about 32%; note: some compounds called inactive have numbers as strong as hits
GalR3 antag – blocks the human galanin receptor 3; HEK293 GalR3-CNG cAMP membrane potential fluorescence; galR3 body fused to GalR1 C-terminus; inhibition, % at 3 µM; 360,000 compounds, 0.44% hits; AID 651719;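 active = inhibition above the screen-wide average plus 3 SD, cut at about 13% in these data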;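 note: forskolin and galanin both at EC90 stimulate the cells; cAMP rise reported by CNG channel membrane potential dye signal; 0% = forskolin plus galanin with DMSO and 100% = forskolin alone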
MEKK2wt PB1 HTS – raises or lowers MEK5 binding to wildtype human MEKK2 PB1 domain. bead flow cytometry, Alexa488-MEK5 binding to MEKK2 WT; actives lie on both sides. binding response (% of control), % at 10 µM. 290,000 compounds, 1.1% hits; in the data active = binding response below about 67% or above about 130%
Active calls of the source: *; . = no result given; [ ] = another dose, or the depositor's remark.

SMILES | OXTR ag | GPR7 antagonist | PHOSPHO1 block | MEKK2mut PB1 HTS | MEKK3 PB1 HTS | V1R ag counter | NALP1 inh | GalR3 antag | MEKK2wt PB1 HTS
COc1ccc(OC)c(NC(=O)CSc2nncc(=O)n2N)c1 | -0.3 | 10 | 38 | -4 | 91 | 0.3 | 2 | -3 | 90
COc1ccc(-c2nc(N)n(C(=O)c3ccco3)n2)cc1 | 0.1 | 17 | 14 | -2 | 98 | 0.6 | 20 | -6 | 95
CCOCCCNC(=O)Cn1cnc2c(cnn2-c2ccc(C)c(C)c2)c1=O | 2.3 | -7 | . | 2 | 107 | 2.5 | 15 | -7 | 105
CC(=O)c1ccc(NC(=S)N2CCN(S(=O)(=O)c3ccc(F)cc3)CC2)cc1 | 3.7 | -9 | 2 | 0 | 102 | 4.9 | 6 | 1 | 103
Cc1ccccc1C(=O)Nc1ccc(Cl)cn1 | -1.2 | -1 | 1 | -2 | 102 | 0.0 | 10 | -6 | 97
CCN1CCN(C(=S)Nc2ccc3nc(N4CCN(C)CC4)cc(C)c3c2)CC1 | -0.4 | -7 | -7 | -1 | 97 | 0.7 | -23 | 2 | 102
CCOC(=O)Nc1ccc2c(c1)ncn2C1CCCCC1 | 1.0 | -9 | -20 | 5 | 104 | -0.2 | -5 | 7 | 102
CC(C)C(NS(=O)(=O)c1cccc2nsnc12)C(=O)Nc1nc2ccc(Cl)cc2s1 (configuration not stated) | -0.7 | 0 | -11 | . | . | -0.4 | 3 | 2 | .
COc1cc(NC(=O)c2cccnc2Sc2ccc(C)c(C)c2)cc(OC)c1OC | 0.7 | -8 | -8 | 10 | 102 | 0.9 | 25 | -2 | 101
COc1cccc(C(=O)C2CCCN(Cc3cccc(OCCO)c3)C2)c1 (configuration not stated) | 0.6 | 1 | . | 12 | 108 | -0.1 | 7 | -8 | 117
CN=C1SC(CC(=O)Nc2ccc(F)cc2F)C(=O)N1/N=C(\C)c1cccc(OCC(=O)O)c1 (configuration not stated) | -0.2 | -11 | -2 | 6 | 105 | -0.6 | 25 | 0 | 105
COCc1ccc(CN2CCCC(C(=O)Nc3ccc(-c4cscn4)cc3)C2)o1 (configuration not stated) | 2.0 | -7 | 32 | 1 | 105 | 2.4 | 10 | 3 | 102
CCN(c1ccc(OC)cc1)S(=O)(=O)c1csc(C(N)=O)c1 | -0.3 | -1 | 6 | 1 | 103 | 0.0 | 18 | -10 | 104
C=CCNC(=O)c1ccccc1NC(=O)c1ccc(Cl)c(S(=O)(=O)Nc2cc(C)ccc2C)c1 | 1.8 | -6 | 12 | -5 | 86 | 0.9 | 11 | 0 | 88
CC(=O)Oc1ccc(C(=O)N2c3ccccc3NC(=O)C2C)cc1 (configuration not stated) | 1.2 | 8 | 14 | 3 | 100 | 0.9 | 0 | -10 | 102
CC1CCN(C(=O)c2ccccc2NC(=O)c2cccc(S(=O)(=O)N3CCOCC3)c2)CC1 | . | -3 | -31 | 2 | 99 | . | -5 | -2 | 101
O=C(NC1CC1)c1cc(Cl)ccc1[N+](=O)[O-] | 0.9 | -2 | -6 | -9 | 99 | 0.3 | . | -5 | 95
Cc1ccc(-c2cccc(C3CC=CC4C3C(=O)N(Cc3ccccc3)C4c3ccc(C(F)(F)F)cc3)c2)cc1 (configuration not stated) | 1.6 | . | 22 | -2 | 97 | 0.2 | -7 | 0 | 98
COc1cc2c(cc1OC)C(C)N(C(=O)c1sccc1C)CC2 (configuration not stated) | -0.2 | -2 | 1 | 2 | 99 | 0.6 | -3 | -1 | 99
CC1(C)CC(Nc2ccc(C(F)(F)F)cc2[N+](=O)[O-])CC(C)(C)N1 | 5.0 | -5 | 39 | -1 | 101 | 3.1 | 2 | -1 | 106
COC(=O)CCc1c(C)c(C#N)c2nc3ccccc3n2c1N1CCCC1 | -1.8 | -17 | 23 | 2 | 102 | -1.1 | . | -5 | 103
Cc1ccn(S(=O)(=O)c2ccc3oc(=O)ccc3c2)n1 | 0.3 | -8 | 24 | 6 | 107 | 0.2 | 18 | -6 | 104
CCc1ccc(N2C(=O)C3C4C=CC(CC4)C3C2=O)cc1 (configuration not stated) | -2.1 | -12 | 36 | 3 | 95 | 0.2 | 20 | -11 | 104
Cc1ccc(-c2nnc(Nc3ccccc3)o2)cc1 | -1.9 | 0 | 38 | 10 | 110 | -0.6 | 10 | -10 | 108
COC(=O)c1cc2c(ccn2-c2ccc(F)cc2)n1Cc1ccc(OC(C)=O)cc1 | 2.2 | -7 | -2 | -1 | 104 | 0.0 | 14 | -4 | 108
Cc1ccc(C)c(C(=O)COC(=O)c2cc([N+](=O)[O-])ccc2NCCO)c1 | -2.0 | 9 | -26 | -3 | 96 | -0.2 | 36 | -2 | 96
Cc1cccc(NC(=O)Nc2ccccc2)n1 | -1.4 | -27 | 25 | 3 | 103 | -1.5 | 7 | -8 | 105
CCOC(=O)N1CCN(S(=O)(=O)c2c[nH]c(C(=O)OC)c2)CC1 | 2.8 | 1 | 22 | 3 | 100 | 5.1 | 31 | -3 | 99
COC(=O)CSc1nnc(CSc2nc(C)cc(C)n2)n1Cc1ccco1 | -1.5 | -7 | 10 | 1 | 101 | 0.6 | 31 | 0 | 101
CC(Sc1nncn1C)C(=O)Nc1ccc(S(N)(=O)=O)cc1 (configuration not stated) | 0.4 | -12 | 38 | 2 | 102 | 0.6 | -4 | 1 | 103
CCOc1ccc(S(=O)(=O)N2CCC(C(=O)NC3CC3)CC2)cc1Cl | 1.1 | -10 | 14 | -5 | 97 | 3.9 | 2 | -6 | 99
CC(C)(C)C1CCC(N2CCN(c3ccccc3)CC2)CC1 (configuration not stated) | -1.9 | -22 | . | -1 | 103 | -0.6 | 27 | -3 | 111
CCCc1nnc(SCC(=O)Nc2ccc(OCC)cc2)n1N | -1.5 | -9 | -14 | 4 | 100 | 0.8 | -14 | 1 | 103
CCCCC(=O)Nc1nnn(CCC)n1 | 0.6 | -11 | 5 | 7 | 104 | -0.6 | -6 | 0 | 104
COc1ccc(OC)c(NC(=O)CCCN2C(=S)NC(C)(C)CC2C)c1 (configuration not stated) | -0.7 | -11 | -15 | -2 | 97 | -0.2 | 16 | 0 | 98
CC(C)C1(C(C)C)OC(=O)c2ccccc21 | 0.7 | -13 | -3 | 4 | 100 | -0.6 | 13 | -10 | 100
COc1cnn(-c2ccc(C)cc2)c(=O)c1Br | 0.3 | -18 | 49 | -3 | 106 | 0.8 | -20 | -1 | 100
COCc1cc(=O)[nH]c(/N=C(\N)Nc2ccc(Oc3ccccc3)cc2)n1 | -0.3 | -2 | -36 | 2 | 88 | 0.6 | 21 | -3 | 105
Cc1cc(C)c(NC(=O)c2ccc[n+](Cc3ccc([N+](=O)[O-])cc3)c2)c(C)c1 | 1.4 | -5 | -2 | -4 | 84 | 0.7 | -1 | -2 | 93
CC[N+](CC)(CC=C(C)C)CC(=O)OC | 0.2 | -7 | 17 | -6 | 106 | 0.1 | 1 | -6 | 99
O=c1cc(N2CCc3ccccc3C2)[nH]c(=O)n1C1CCCCC1 | 0.2 | 2 | 30 | 1 | 102 | 0.6 | -1 | -3 | 102
Cc1cc(C)nc(NC(=NCCc2c[nH]c3ccccc23)NC(=O)Nc2ccc(Cl)c(Cl)c2)n1 | 1.1 | -2 | 2 | 47 | 109 | -0.1 | 38 | -4 | 49*
O=C(Nc1cccc(-c2cn3c(n2)SCC3)c1)c1ccc2c(c1)OCO2 | -0.6 | 12 | -37 | 1 | 122 | -0.7 | 25 | -4 | 114
Cc1cc(NC(=O)C(=O)NCCN2CCN(C(=O)c3cccs3)CC2)ccc1Br | 3.1 | -4 | -1 | 2 | 101 | 2.4 | -34 | -7 | 103
Cc1ccc2c(c1)N(CC(=O)Nc1ccc3c(c1)OCCO3)C(=O)CO2 | 1.6 | -11 | -6 | 12 | 98 | 1.3 | 16 | -7 | 98
C=CCNC(=S)N/N=C/c1ccc(N(CC)Cc2ccccc2)cc1 | -0.7 | -26 | -21 | -4 | 93 | 0.9 | 24 | -4 | 94
COc1ccc(OCCCc2c(C)n[nH]c2C)cc1 | 3.8 | 2 | 15 | . | . | 5.7 | 19 | 0 | .
O=S(=O)(c1ccc(Cl)cc1)N(Cc1ccccn1)Cc1ccccn1 | -0.9 | 36* | 33 | -1 | 103 | 0.6 | 15 | -1 | 102
Cc1cccc(C(=O)NC(=S)NNC(=O)COc2c(C)cccc2C)c1 | 4.1 | 4 | 9 | -5 | 87 | 1.0 | 28 | 1 | 94
COc1ccc(Cc2nnc(N)s2)cc1OC | 0.0 | -4 | -9 | 2 | 111 | -0.3 | 3 | -5 | 99
COc1ccc(/C=C/C(=O)O)cc1S(=O)(=O)N1CCC(Cc2ccccc2)CC1 | 2.9 | 7 | -4 | 0 | 100 | 1.0 | 9 | 1 | 103
C=CCc1cccc(CNc2nc3ccccc3n2C(C)C)c1O | -1.8 | 3 | -6 | . | . | -0.8 | -42 | -2 | .
CCOC(=O)c1sc(NC(=O)CN2C(=O)NC3(CCCCCCC3)C2=O)c(C(=O)OCC)c1C | 0.3 | 0 | 30 | -11 | 35*[inhibitor] | -0.1 | . | -3 | 25*[inhibitor]
CCN1CCc2c(C#N)c(N3CCOCC3)nc(NCCO)c2C1 | 0.8 | 0 | -6 | -2 | 94 | 0.9 | 0 | -3 | 103
COc1ccc(-c2cc(C(=O)N3CCN(C(c4ccccc4)c4ccccc4)CC3)no2)cc1OC | 0.6 | -7 | 18 | -10 | 99 | 2.3 | 3 | -6 | 94

Full records from above. Order of screens: OXTR ag	GPR7 antagonist	PHOSPHO1 block	MEKK2mut PB1 HTS	MEKK3 PB1 HTS	V1R ag counter	NALP1 inh	GalR3 antag	MEKK2wt PB1 HTS
COc1ccc(Cc2nnc(N)s2)cc1OC in the list: 0.0	-4	-9	2	111	-0.3	3	-5	99
C=CCc1cccc(CNc2nc3ccccc3n2C(C)C)c1O in the list: -1.8	3	-6	.	.	-0.8	-42	-2	.

In the list so far, these contain a Cl atom.
SMILES | OXTR ag | GPR7 antagonist | PHOSPHO1 block | MEKK2mut PB1 HTS | MEKK3 PB1 HTS | V1R ag counter | NALP1 inh | GalR3 antag | MEKK2wt PB1 HTS
Cc1ccccc1C(=O)Nc1ccc(Cl)cn1 | -1.2 | -1 | 1 | -2 | 102 | 0.0 | 10 | -6 | 97
CC(C)C(NS(=O)(=O)c1cccc2nsnc12)C(=O)Nc1nc2ccc(Cl)cc2s1 (configuration not stated) | -0.7 | 0 | -11 | . | . | -0.4 | 3 | 2 | .
C=CCNC(=O)c1ccccc1NC(=O)c1ccc(Cl)c(S(=O)(=O)Nc2cc(C)ccc2C)c1 | 1.8 | -6 | 12 | -5 | 86 | 0.9 | 11 | 0 | 88
O=C(NC1CC1)c1cc(Cl)ccc1[N+](=O)[O-] | 0.9 | -2 | -6 | -9 | 99 | 0.3 | . | -5 | 95
CCOc1ccc(S(=O)(=O)N2CCC(C(=O)NC3CC3)CC2)cc1Cl | 1.1 | -10 | 14 | -5 | 97 | 3.9 | 2 | -6 | 99
Cc1cc(C)nc(NC(=NCCc2c[nH]c3ccccc23)NC(=O)Nc2ccc(Cl)c(Cl)c2)n1 | 1.1 | -2 | 2 | 47 | 109 | -0.1 | 38 | -4 | 49*
O=S(=O)(c1ccc(Cl)cc1)N(Cc1ccccn1)Cc1ccccn1 | -0.9 | 36* | 33 | -1 | 103 | 0.6 | 15 | -1 | 102
